# SRC1 TRFRET art: TR-FRET artefact, counter-screen to PPARgamma/SRC-1 agonist assay. TR-FRET detection artefact counter-screen, emission ratio; active compounds read high. TR-FRET ratio at 8 µM. actives 0.34% (n = 99,000). AID 1051; in the data active = TR-FRET ratio above about 2300; note: inactives centre near 1800; reference of the scale not given here
# SRC3 TRFRET art: flags TR-FRET format artefacts in PPARgamma SRC-3 recruitment agonist screen; TR-FRET ratio at 8 µM; actives 0.39% (n = 99,000); AID 1048; TR-FRET artefact counter-screen, PPARgamma/SRC-3 format; active compounds read high; in the data active = TR-FRET ratio above about 2000; note: inactives centre near 1600; reference of the scale not given here
# * hit, by the source's call.
no.	Compound	SRC1 TRFRET art	SRC3 TRFRET art
1	O=C(Nc1ccc(Cl)c([N+](=O)[O-])c1)c1ccc2c(c1)OCCO2	1693	1466
2	CNC(=O)CSc1nnc(SCCC(=O)O)s1	1701	1615
3	COc1ccc(-c2csc(/N=C/N(C)C)n2)cc1OC	1886	1554
4	COc1ccc(S(=O)(=O)NCC2CCC(C(=O)NCc3cccnc3)CC2)cc1 (stereo not drawn)	1948	1666
5	OC(COC(c1ccccc1)c1ccccc1)CN1CCN(c2ccccn2)CC1 (stereo not drawn)	1900	1344
6	O=C(COc1cccc(C(F)(F)F)c1)N1CCN(c2ccccc2O)CC1	1564	1530
7	CC(C)c1ccc(-n2ccnc2SCC(=O)O)cc1	1638	1503
8	Cc1ccccc1CC1(CO)CCCN(C(=O)CCC(=O)c2ccccc2)C1 (stereo not drawn)	2022	1671
9	O=C(/C=C/c1ccc(Cl)cc1Cl)NC(=S)Nc1ccc(CN2CCOCC2)cc1	1501	1459
10	O=C(COc1cccnc1[N+](=O)[O-])N1CCN(S(=O)(=O)c2ccccc2)CC1	1932	1660
11	COC(=O)c1cc(C(=O)c2ccc(C(C)(C)C)cc2)c[nH]1	1744	1370
12	O=C(/C=C/c1cccs1)NC1CCS(=O)(=O)C1 (stereo not drawn)	1587	1478
13	Cc1ccc(-n2nnc(-c3cc4ccccc4n3C)n2)cc1	1455	1410
14	CCCn1c(O)c(N=Nc2ccc3ccccc3n2)c2ccccc21	1698	1593
15	C=CCOc1ccc(/C=N/NC(=O)C(C)Sc2ccccn2)cc1OC (stereo not drawn)	1536	1391
16	CC(=O)Nc1ccc(NC(=O)C(OC(=O)c2ccccc2)C(OC(=O)c2ccccc2)C(=O)O)cc1 (stereo not drawn)	1847	1537
17	Cn1cccc1/C=N/NC(=O)c1ccn[nH]1	1893	1510
18	O=C(CSc1nc2ncc(Cl)cc2[nH]1)NCCc1ccc(F)cc1	1947	1621
19	CCSc1nnc(NC(=O)[C@H](C)N2C(=O)C3CC=CCC3C2=O)s1 (stereo partly drawn)	1801	1478
20	O=c1c2c3c(sc2ncn1/N=C/c1ccncc1)CCCC3	1866	1383
21	CC(C)N(Cc1ccccc1)C(=S)NC1CCCCC1	1804	1535
22	COc1ccc(CCNC(=O)C(=O)NCc2ccccc2C)cc1OC	1956	1452
23	CN(C)c1ccc(NC(=S)NC(=O)/C=C/c2ccco2)cc1	1958	1375
24	O=C1CSC(c2ccccc2[N+](=O)[O-])N1c1ccc(O)cc1 (stereo not drawn)	1870	1392
25	O=S(=O)(c1ccc(C2CCCCC2)cc1)N1CCOCC1	1683	1560
26	CCC(=O)N/N=C(\C)CC(=O)Nc1ccc(Cl)cc1	1756	1507
27	COc1cc(/C=C\C(=O)OCn2nnc3ccccc3c2=O)cc(OC)c1OC	2037	1563
28	Cn1nnnc1SCc1csc(C2C(C#N)=C(N)OC3=C2C(=O)CCC3)c1 (stereo not drawn)	1806	1564
29	CC(C)c1ccccc1OCC(=O)NN1C(=O)c2ccccc2C1=O	1710	1578
30	O=C(Nc1nc(-c2ccc(-c3ccccc3)cc2)cs1)C1=COCCO1	1659	1402
31	Cc1nn(-c2ccccc2)c(C)c1C(=O)OCC(N)=O	1598	1469
32	O=C(CN1CCN(C2CCCCC2)CC1)Nc1ccccc1N1CCCCC1	1707	1454
33	COCC(C)Nc1ccc(S(=O)(=O)N2CCCC2)cc1[N+](=O)[O-] (stereo not drawn)	1962	1658
34	S=C(Nc1cccc2ccccc12)NC1CCCCC1	1893	1718
35	CCO[C@H]1OC(C(=O)N2CCOCC2)=C[C@@H](c2cn(C(C)=O)c3ccccc23)[C@@H]1CCCO	1441	1482
36	O=C(Oc1ccccc1C(=O)Nc1ccccc1)c1ccccc1Br	1852	1592
37	CN(CCc1ccccn1)C(=O)CCC1CCCN(C(=O)c2ccccn2)C1 (stereo not drawn)	1646	1587
38	COc1ccc2[nH]c(C)c(CCNC(=S)Nc3cccc(C)c3)c2c1	1638	1553
39	CCCCC(=O)N(CCOC)c1nnc(-c2ccccc2C)s1	1682	1628
40	CCc1cccc(OC2OC(CO)C(O)C(O)C2NC(C)=O)c1 (stereo not drawn)	2128	1707
41	O=C(CSc1ccc(F)cc1)NC12CC3CC(CC(C3)C1)C2	1589	1388
42	CN(c1ccccc1)S(=O)(=O)c1cccc(C(=O)OCC(=O)NCc2ccco2)c1	1814	1474
43	CCOc1ccc(NC(=S)NC(C)c2cccs2)cc1 (stereo not drawn)	2164	1628
44	C[C@H](NC(=O)c1ccc(Cl)cc1)C(=O)NCCc1ccc(S(N)(=O)=O)cc1	1923	1539
45	Cc1ccc(C)n1-c1ccc(C(=O)Nc2ccccc2)cc1	1923	1646
46	O=C(COC(=O)c1ccc([N+](=O)[O-])s1)Nc1ncc(C(F)(F)F)cc1Cl	1739	1682
47	Cc1cccn2c(=O)c3cc(C(=O)O)n(C)c3nc12	1992	1439
48	OC1(c2ccc(Cl)cc2)CN(c2ccccc2)C2=[N+]1CCS2 (stereo not drawn)	1791	1793
49	Brc1ccc(-c2noc(C3CCCCC3)n2)cc1	2007	1548
50	COc1ccc(-n2nc(C(=O)NCC(=O)NCc3ccccc3OC)c3ccccc3c2=O)c(OC)c1	1836	1500
51	CN1/C(=C\C(=O)c2ccccc2Cl)c2ccccc2CC1(C)C	1732	1641
52	CCCN(CC(=O)Nc1ccccc1C)C(=O)c1cc(=O)[nH]c2ccccc12	1803	1589
53	CC(=O)Nc1ccc(-c2csc(NC(=O)Nc3ccccc3)n2)cc1	1741	1567
54	COc1ccc(C[C@H]2CN3C(=NC[C@@H]3Cc3ccccc3)N2CCNC(=O)c2ccc(C)c(Br)c2)cc1	1654	1607
55	COc1cc2c(cc1OC)CN(C(=O)CCN1C(=O)C3CCCCC3C1=O)CC2 (stereo not drawn)	1626	1334
56	CN(C1CCS(=O)(=O)C1)S(=O)(=O)c1ccccc1[N+](=O)[O-] (stereo not drawn)	1745	1546
57	CCCCCCn1c(N2CCN(c3ccccc3)CC2)nc2c1c(=O)[nH]c(=O)n2C	1699	1623
58	COc1ccc(NC(=O)C2CCCN(c3nc(C)cc(C)n3)C2)cc1 (stereo not drawn)	1577	1569
59	CCC(C)NS(=O)(=O)c1ccc(OCC(=O)NCc2ccccn2)cc1 (stereo not drawn)	1686	1237
60	Cc1ccc(-n2nc(C)c(/C=N/n3c(C)n[nH]c3=S)c2Cl)cc1	1717	1533

# Next section
no.	Compound	SRC1 TRFRET art	SRC3 TRFRET art
61	O=C(COc1ccc2ccccc2c1)NNC(=O)Cc1ccccc1	2551*	1802
62	Fc1ccc(N/N=C/c2ccc(N3CCOCC3)cc2)c(F)c1	1759	1673
63	C/[N+]([O-])=C\C1C(=O)CCCC1=O	1917	1565
64	COC(=O)C1C(C(C)C)N(c2ccccc2)OC1(C)O (stereo not drawn)	1800	1705
65	CC(=O)Nc1ccc(NC(=O)CN(c2ccc(C(C)C)cc2)S(=O)(=O)c2ccccc2)cc1	1466	1533
66	COc1ccc(Cl)cc1N(C(C)C(=O)NC1CCCC1)S(C)(=O)=O (stereo not drawn)	1725	1595
67	COc1cccc(CC(=O)Nc2nccs2)c1	1912	1445
68	COC(=O)Cn1cc(/C=N/NC(=O)COc2cccc3cccnc23)c2ccccc21	1627	1497
69	O=C(Nc1cccc([N+](=O)[O-])c1)c1ccn[nH]1	1896	1963
70	O=C(Nc1nccs1)c1ccccc1[N+](=O)[O-]	1986	1521
71	C=CCn1c(SCC(=O)NC23CC4CC(CC(C4)C2)C3)nc2cc(C(=O)O)ccc2c1=O	1672	1597
72	CSc1ccc(C2c3[nH]c4ccccc4c3CCN2C(=O)c2cc(C)n(C)n2)cc1 (stereo not drawn)	1988	1658

# Given with values under each structure: three of the compounds above
# Below each compound – SRC1 TRFRET art	SRC3 TRFRET art
17: Cn1cccc1/C=N/NC(=O)c1ccn[nH]1
  1893	1510
18: O=C(CSc1nc2ncc(Cl)cc2[nH]1)NCCc1ccc(F)cc1
  1947	1621
19: CCSc1nnc(NC(=O)[C@H](C)N2C(=O)C3CC=CCC3C2=O)s1 (stereo partly drawn)
  1801	1478

# Next records
no.	Compound	SRC1 TRFRET art	SRC3 TRFRET art
73	CC(C)Cn1c(SCC(=O)NC(=O)Nc2ccc3c(c2)OCCO3)nc2ccccc2c1=O	1667	1504
74	Nc1cccc(CCc2nc3cc4ccccc4cc3[nH]2)c1	1501	1376
75	CCNC(=O)NC(=O)CSc1cccc(C(F)(F)F)c1	1804	1384
76	CC(=O)Cc1nsc(Nc2ccc(F)cc2)n1	1897	1498
77	CC1=C(C(=O)OCC(Br)(Br)Br)C(c2ccc(Br)cc2)NC(=O)N1CCCC(=O)O (stereo not drawn)	1668	1655
78	Cc1cc(C)n(CCCC(=O)O)n1	1747	1528
79	COc1ccc(NC(=S)N2CCN(CCN=CC3=C(O)CC(c4ccccc4)CC3=O)CC2)cc1 (stereo not drawn)	1862	1778
80	Cn1c(CCc2nc3ccccc3[nH]2)n[nH]c1=S	1708	1549
81	Cc1ccc(C2CCN(C(=S)NC3CCCCC3)C2)cc1 (stereo not drawn)	1535	1488
82	Cc1ccc(NC(=O)CSc2nc(O)c(Cc3ccccc3)c(=O)n2-c2ccccc2)cc1	1945	1567
83	Cc1ccc(/C=C/C(=O)NCC2COc3ccccc3O2)o1 (stereo not drawn)	1589	1397
84	O=C(NCC(c1cccs1)N1CCOCC1)c1ccccc1NS(=O)(=O)c1cccc([N+](=O)[O-])c1 (stereo not drawn)	1831	1890
85	Cc1cccc(N(Cc2cc3ccccc3[nH]c2=O)S(=O)(=O)c2ccccc2)c1	1731	1506
86	Cc1ccc2nc3n(c(=O)c2c1)CCC3	1828	1393
87	Cc1ncoc1C(=O)N1CCCC(C(=O)c2ccc(Oc3ccccc3)cc2)C1 (stereo not drawn)	1887	1756
88	Brc1ccc(C2Nc3cccc4cccc(c34)N2)s1	2179	1624
89	O=C(CN1CCOCC1)Nc1nc2ccc([N+](=O)[O-])cc2s1	1625	1256
90	COc1ccccc1C1CC(c2ccc(Br)cc2)=NN1C(=O)c1cccnc1 (stereo not drawn)	1923	1658
91	CCOC(=O)CCC(=O)Nc1ccc([N+](=O)[O-])cc1C	1609	1563
92	COC(=O)c1sc(S(=O)(=O)N2CCN(CCO)CC2)c(C(=O)OC)c1C	1876	1543
93	C/C(=N\Nc1cccc(C(=O)O)c1)c1cc2ccccc2o1	2114	1460
94	Cc1cc(C)cc(NC(=O)C2CCCN2C(=O)NC2CCCCC2)c1 (stereo not drawn)	1604	1705
95	Cc1ccc(C2(C)NC(=O)N(CC(=O)NC(=O)NCCC(C)C)C2=O)cc1 (stereo not drawn)	1971	1684
96	O=C(NCCC1=CCCCC1)C(=O)NCCc1ccc(Cl)cc1	1617	1331

# Full records, looked up by structure:
# Profile of Cc1ncoc1C(=O)N1CCCC(C(=O)c2ccc(Oc3ccccc3)cc2)C1 (stereo not drawn) = SRC1 TRFRET art: 1887; SRC3 TRFRET art: 1756
# Profile of Brc1ccc(C2Nc3cccc4cccc(c34)N2)s1 = SRC1 TRFRET art: 2179; SRC3 TRFRET art: 1624

# Next section:
no.	Compound	SRC1 TRFRET art	SRC3 TRFRET art
97	Cc1ccc(SCC(=O)NC(=O)NCc2ccccc2)c(C)c1	1797	1467
98	CC(=O)c1c(C)[nH]c(C(=O)OCc2ccccc2)c1C	1996	1788
99	CCOC(=O)CC(=O)N/N=C/c1c(N)n(C)c(=O)n(C)c1=O	1799	1713
100	COc1ccc(C(=O)COC(=O)c2ccc(N(C)C)cc2)cc1	2162	1986
101	O=C(CSC(=S)N1CCCC1)c1cc(Br)cc(Br)c1O	1962	1384
102	COC(=O)N/N=C/c1cccc(OCCSc2ccc(Cl)cc2)c1	1980	1595
103	O=c1[nH]c2cccnc2c2ccsc12	1962	1507
104	O=C(CN1CCN(S(=O)(=O)c2ccc3ccccc3c2)CC1)Nc1ccc2c(c1)CCC2	1996	1668
105	O=C(C1CCOCC1)N1CCC(CO)(CCc2ccccc2)CC1	1774	1700
106	Cc1ccc(C)c(SCC(=O)OCC(=O)Nc2ncc(C(F)(F)F)cc2Cl)c1	2044	1877
107	O=C(O)c1cc(S(=O)(=O)Nc2ccc3c(c2)OCCO3)c(Cl)cc1Cl	1766	1625
108	Cc1ccc2c(c1)c(C)cc[n+]2Cc1ccccc1	1667	1417
109	Cc1ccc2nc(-c3ccccc3)c(CN3CCOCC3)n2c1	1908	1648
110	O=C(Nc1ccc(OC(F)F)cc1)c1ncc(Cl)c(Cl)c1Cl	1714	1532
111	N#CC1=C(N)N2C(=C(C#N)C13CCCC3)Nc1ccccc12	1732	1528
112	COc1ccc(OC)c(-c2cc(C3CCN(C(=O)OC(C)(C)C)CC3)[nH]n2)c1	1793	1831
113	O=C(N/N=C/c1c[nH]c2ccccc12)c1[nH]c2ccc(Br)cc2c1-c1ccccc1	1518	1491
114	O=C(NC(=S)Nc1ccc(Cl)cn1)C12CC3CC(CC(C3)C1)C2	1682	1535
115	O=C(Nc1ccc(OC(F)(F)C(F)F)c(NC(=O)c2cccc(F)c2)c1)c1cccc(F)c1	1687	1467
116	O=[N+]([O-])c1ccc(O)c(/C=N\N=C2c3ccccc3-c3ccccc32)c1	1904	1631
117	Cc1cccc(NC(=O)c2ccc(COc3cccc4ccccc34)o2)n1	1821	1466
118	COc1cc(/C=C(\C#N)C(=O)Nc2ccc3ccccc3c2)c([N+](=O)[O-])cc1OC	1822	1502
119	CC(C)N(C(=O)COC(=O)c1ccccc1C(=O)c1ccc(Cl)c([N+](=O)[O-])c1)C(C)C	1928	1536
120	Cc1ccccc1-n1cc(CNC(=O)CC2C(=O)NCCN2C/C=C/c2ccccc2)cn1 (stereo not drawn)	1676	1576

# Reprinted at random: 4 records from the list.
no.	Compound	SRC1 TRFRET art	SRC3 TRFRET art
118	COc1cc(/C=C(\C#N)C(=O)Nc2ccc3ccccc3c2)c([N+](=O)[O-])cc1OC	1822	1502
112	COc1ccc(OC)c(-c2cc(C3CCN(C(=O)OC(C)(C)C)CC3)[nH]n2)c1	1793	1831
110	O=C(Nc1ccc(OC(F)F)cc1)c1ncc(Cl)c(Cl)c1Cl	1714	1532
114	O=C(NC(=S)Nc1ccc(Cl)cn1)C12CC3CC(CC(C3)C1)C2	1682	1535

# Source: PubChem (The Scripps Research Institute Molecular Screening Center)

# Not all compounds are listed; count on the stated rates, not on these rows.
